Screening data deposited in PubChem by National Center for Advancing Translational Sciences (NCATS).
RORg inh – ROR gamma (mouse) transcription inhibition; P51450; 310,000 compounds, 5.4% hits; Potency, µM (highest dose often 53.6 µM), for inactives: at the top dose activity change, negative = inhibition, most hits filed as inhibitors; Drosophila S2 Gal4-RORgamma UAS-luciferase reporter, 20 h; note: potency is the fitted concentration of half-maximal effect; % is set by controls: 0 for no effect and ±100 for the full control effect; nearly all actives have a fitted effect of over 60% in size
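Luminescence from a UAS-regulated Photinus luciferase reporter in stably transfected Drosophila Schneider cells is measured; decreased signal marks ROR gamma inhibition. Fusion expression is induced by 700 uM copper sulfate for 20 hr.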
VP16 counter – inhibits Gal4-VP16 luciferase reporter, ROR gamma counter-screen | Drosophila S2 Gal4-VP16 UAS-luciferase, luminescence, 20 h | 310,000 compounds, 3.5% hits | Potency, µM (highest dose often 53.6 µM), for inactives: at the highest dose activity, negative = inhibition, usual class: inhibitors;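 note: Gal4-VP16 expression switched on by copper sulfate through the metallothionein promoter; potency is the fitted concentration of half-maximal effect; % is set by controls: 0 for no effect and ±100 for the full control effect; nearly all actives have a fitted effect of over 50% in size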
FLuc counter – inhibits or activates purified firefly luciferase, miR-21 counter-screen. P08659. purified FLuc, Km substrates, luminescence inhibition. Potency, µM (top dose mostly 57.5 µM), inactives show at the top dose activity change, negative = inhibition, actives largely listed as inhibitors. 360,000 compounds, 6.9% hits. AID 588342;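 note: potency is the fitted concentration of half-maximal effect; plate controls were vehicle for no effect and reference inhibitor for full effect; nearly all actives have a fitted effect of over 55% in size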
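Biochemical qHTS of compounds, final roughly 60 µM downward over six points, against 10 nM purified firefly luciferase using Km concentrations of substrates (10 uM D-luciferin, 10 uM ATP) in Tris acetate pH 7.5 buffer; luminescence output.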
Rab9 promoter act – activates the Rab9 promoter | Potency, µM (top dose mostly 9.22 µM), without a hit: at the top dose activation, negative = inhibition, hits mostly activators | Huh7 Rab9 promoter-luciferase reporter, luminescence, 24 h | 320,000 compounds, 2.8% hits; note: potency is the fitted concentration of half-maximal effect; % of control where 0% means no effect; nearly all actives have a fitted effect of over 60% in size
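Promoter activation is measured as luciferase luminescence in Huh7 cells stably transfected with a Rab9 promoter–luciferase construct, following 24 h compound exposure at 37 °C and 10 min reagent incubation at ambient temperature.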
Menin MLL FP TR – menin-MLL binding inhibition, Texas Red mutant peptide | O00255 | Menin + Texas Red MLL mutant peptide, fluorescence polarization | Potency, µM (top dose mostly 61.6 µM), for inactives: top-dose FP activity change, negative = inhibition, usual class: inhibitors | 270,000 compounds, 0.23% hits | AID 1768; active = well fitted inhibition curve with a large enough effect in the polarisation, with a control signal flat, not every such curve was filed as active; inconclusive = small, poorly fitted or top-dose-only effect, or effect the other way, or a change in a side signal; inactive = no such curve, though single readings can be large or run the other way; the % refers to the polarisation; note: potency is the fitted concentration of half-maximal effect; % of control where 0% means no effect; many of its hits are not listed in these tables
Target sequence (O00255 whole entry, looked up): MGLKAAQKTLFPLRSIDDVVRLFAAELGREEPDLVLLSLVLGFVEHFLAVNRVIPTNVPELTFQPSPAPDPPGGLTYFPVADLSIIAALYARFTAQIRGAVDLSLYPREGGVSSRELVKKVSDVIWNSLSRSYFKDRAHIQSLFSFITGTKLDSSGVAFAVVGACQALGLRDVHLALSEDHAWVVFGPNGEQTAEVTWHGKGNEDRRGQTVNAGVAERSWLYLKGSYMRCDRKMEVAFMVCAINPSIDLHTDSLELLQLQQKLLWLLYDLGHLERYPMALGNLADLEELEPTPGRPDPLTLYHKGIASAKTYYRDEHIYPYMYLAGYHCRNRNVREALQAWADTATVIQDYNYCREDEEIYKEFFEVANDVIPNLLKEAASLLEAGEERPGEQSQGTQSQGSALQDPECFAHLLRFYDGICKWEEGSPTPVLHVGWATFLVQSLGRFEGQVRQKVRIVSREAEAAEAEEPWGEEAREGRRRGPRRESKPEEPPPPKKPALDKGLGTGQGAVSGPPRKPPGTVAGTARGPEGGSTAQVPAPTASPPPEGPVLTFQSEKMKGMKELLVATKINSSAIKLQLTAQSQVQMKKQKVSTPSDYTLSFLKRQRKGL
BRCA1 expr up – BRCA1 expression activation; MCF7-BRCA1-FFLuc reporter, luminescence, 48 h; response scale: scaled: vehicle 0%, 10 µM genistein 100%; Potency, µM (highest dose often 46.1 µM), without a hit: at the highest dose activation, most hits filed as activators; 380,000 compounds, 1.1% hits; AID 624202; note: potency is the fitted concentration of half-maximal effect; nearly all actives have a fitted effect of over 80% in size; some results filed as inactive show a strong effect at the top dose
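Reporter cells (MCF7, BRCA1 promoter-firefly luciferase) received library compounds across a concentration series for 48 h. End-point luminescence was measured and concentration-effect curves derived after normalization.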
PKM2 act – increases activity of human pyruvate kinase M2; purified PKM2, Kinase-Glo ATP luminescence, activation; response scale: 0% is enzyme alone, no compound; Potency, µM (highest dose often 57.5 µM), inactives show at the highest dose activation, actives largely listed as activators; 260,000 compounds, 0.34% hits; AID 1631; note: potency is the fitted concentration of half-maximal effect; % is set by controls: 0 for no effect and ±100 for the full control effect; nearly all actives have a fitted effect of over 55% in size
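hPK-M2, >95% pure; 0.1 mM ADP / 0.5 mM PEP final; imidazole pH7.2 buffer w/ 7 mM MgCl2, 50 mM KCl; 1 h RT; Kinase-Glo lum. Intermediate enzyme activity for dual inhibitor/activator qHTS.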
Giardia kill – Giardia lamblia killing; 340,000 compounds, 0.15% hits; activity change, % at 7.66 µM, hits read low; AID 540267; Giardia lamblia trophozoite viability; in the data active = activity change below about -80%; inconclusive = between about -30% and that limit;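 note: parasites exposed to compound for two days anaerobically before the ATP read; % is set by controls: 0 for no effect and ±100 for the full control effect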
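Anaerobic 48 hrs incubation at 37 deg C of 100 trophozoites/well with test compounds; ATPLite 1-Step luminescence, 15-30 min RT, reports cellular ATP as viability.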
ELG1 genotox – inducers of genotoxicity in HEK293T ELG1-luciferase cells. HEK293T ELG1-luciferase reporter, luminescence, 16 h. Potency, µM (series often up to 46 µM), without a hit: top-dose activity change, positive = activation, hits mostly activators. 330,000 compounds, 1.3% hits; note: potency is the fitted concentration of half-maximal effect; % of control where 0% means no effect; nearly all actives have a fitted effect of over 60% in size
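HEK293T cells expressing luciferase-tagged ELG1 were exposed to compound or DMSO vehicle for 16 hr at 37 °C and 5% CO2. Luciferase activity was then measured with ONE-Glo after 30 min at room temperature.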
NPC1 prom act – activates the NPC1 promoter; AID 485313; 320,000 compounds, 2.4% hits; Potency, µM (titrated, usually from 9.22 µM), for inactives: at the top dose activation, hits mostly activators; Huh7 NPC1 promoter luciferase reporter, 24 h;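 note: potency is the fitted concentration of half-maximal effect; % of control where 0% means no effect; nearly all actives have a fitted effect of over 60% in size; reporter is driven by a mutant NPC1 promoter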
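Cells: Huh7 expressing luciferase under the NPC1 promoter, 1500/well. Seeded 2 h, compound added, incubated 24 h at 37 °C. Luciferase reagent, 10 min ambient, then luminescence.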
p53 reactivator – restores transcriptional activity of mutant p53. H1299 p53-A138V BP100-luciferase reporter, luminescence, 24 h. Potency, µM (doses to about 92.2 µM), inactives show top-dose activity change, positive = activation, actives largely listed as activators. 320,000 compounds, 0.063% hits; note: potency is the fitted concentration of half-maximal effect; % of control where 0% means no effect; nearly all actives have a fitted effect of over 45% in size
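p53-null H1299 cells stably carrying temperature-sensitive p53-A138V and a BP100-luciferase reporter were pinned with compounds (4-point, 1:5 series) and held 24 hrs at 37 deg C. Luminescence was read 10 min after detection reagent.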
Numbers without * were called inactive; ? = inconclusive; nt = no result given; & = joins results of further samples; [ ] = another dose, or the depositor's remark. Unless noted, calls come from the whole dose curve; as a rule, active = well fitted curve in the direction sought with a large enough effect; inconclusive = small, poorly fitted or top-dose-only effect, or another doubt; inactive = no such curve, though single readings can be large; an effect the other way counts as inactive or inconclusive. The list is partial, so the mix of outcomes need not match the whole.

SMILES	RORg inh	VP16 counter	FLuc counter	Rab9 promoter act	Menin MLL FP TR	BRCA1 expr up	PKM2 act	Giardia kill	ELG1 genotox	NPC1 prom act	p53 reactivator
CCc1nn(CC(=O)NC(C)CCc2ccccc2)c(=O)c2cc3cc(F)ccc3n12 (stereo not drawn)	-13%	0%	-1%&-2%	0%	9%	1%	nt	0	3%	0%	-8%
COc1cccc(C(=O)CSc2nnc(CNc3nc(-c4ccccc4)cs3)n2C)c1	-26%	-4%	2%	-1%	3%	-20%	3%	-4	-7%	2%	-7%
CCn1c(CC(=O)Nc2ccccc2F)nnc1SCC(=O)Nc1nncs1	19%	?	-2%	-1%	2%	-3%	1%	24	-17%	2%	29%
O=C(c1ccccc1NS(=O)(=O)c1ccc2c(c1)OCCO2)N1CCOCC1	-8%	4%	0%	1%	2%	10%	-8%	8	1%	-1%	23%
Cc1cc([N+](=O)[O-])ccc1NC(=O)CSc1nccc(=O)[nH]1	9%	-4%	-6%	-4%	10%	-2%	0%	-27	0%	-2%	-1%
Cc1cc(SCc2cccc(Cl)c2)nc(=O)[nH]1	27%	-2%	-2%	11%	-21%	29%	4%[0.46 µM]	-14	10%	7%	-8%
O=C(Nc1cccc(F)c1)c1ccc(Br)o1	17%&42%	-6%&2%	?	17%	-6%[94.6 µM]	-25%	-14%	14	4%	28%	?
CC(Oc1ccc(Cl)cc1)c1ccn[nH]1 (stereo not drawn)	3%	-7%[10 µM]	-2%	-3%	12%	19%	3%	26	1%	-5%	-4%
COc1ccc(C(=O)Nn2c(SCC(=O)c3ccc(Cl)cc3)nc3ccccc3c2=O)cc1	11µM*	?	4.8µM*	0.5µM*	?	-39%	5%	-2	?	0.45µM*	5%
O=Cc1ccc(C(=O)OCC(=O)N2CCCC2)cc1	-1%	-5%	-1%	-1%	7%	9%	-7%	8	6%	-12%	7%
COc1ccc2c(c1)OC[C@H]1[C@@H]2N2C(=O)CNC(=O)[C@@]2(C)[C@H]1c1ccccc1	nt	nt	-11%	1%	nt	-9%	nt	2	-1%	-1%	-1%
Cc1ccc2nc(CSc3nc(C)ccc3C#N)[nH]c2c1	3.5µM*	2µM*	0.54µM*	0.56µM*	?	-105%[inhibitor]	-13%	-88*	11%	?	?
CC(=O)Nc1cccc(NC(=O)CSc2ncc(C(=O)Nc3ccccc3)c(=O)n2C)c1	nt	nt	2%	10%	nt	-26%	nt	-3	-1%	-1%	-22%
O=C(CCCc1ccccc1)Nc1cccc2c1CCCC2	-16%	-26%	-5%	-1%	nt	-8%	-2%	9	-1%	9%	-7%
COc1cccc(C2CC(c3c(F)cccc3Cl)n3nc(N)nc3N2)c1 (stereo not drawn)	-9%	2%	0%	-5%	0%	-30%	2%	-22	1%	-4%	13%
CCn1cc(S(=O)(=O)c2ccc(C)cc2)c(=O)c2cc(OC)ccc21	9%	-1%	0%	-1%	nt	-4%	nt	-17	0%	-3%	-2%
CC1(C)Cc2cccc(C(=O)NCc3ccco3)c2O1	19%	-2%	-4%	-6%	nt	7%	12%	?	0%	-1%	-2%
CCN(CC)c1ccc(NC(=O)c2c(OC)cccc2OC)c(C)c1	0%	8%	0%	nt	-15%	-4%	-1%	14	nt	nt	nt
OCCNc1nc(-c2ccccc2)c2cc(Cl)ccc2n1	12%	-4%	7%	-2%	0%	-35%	0%	-10	8%	-6%	-3%
COC(=O)c1cc(NC(=O)c2nn(C)c(=O)c3ccccc23)cc(C(=O)OC)c1	1%	-5%	4%	-5%	-14%	-14%	-4%	12	-6%	-8%	1%
CCOc1ccc(CNC(=O)c2ccc(Sc3ccc(Cl)cc3)c(NC(C)=O)c2)cc1OC	?	-12%	5%	-8%	-3%	-54%	4%	-8	2%	-4%	0%
COc1ccccc1OCCNC(=O)C1CC(=O)N(c2ccc3c(c2)OCCO3)C1 (stereo not drawn)	nt	nt	5%	1%	nt	-12%	nt	-5	1%	0%	1%
Cc1ccc(-c2nn3c(-c4cccc(Cl)c4)nnc3s2)cc1	9%	2%	0%	2%	21%	nt	3%	nt	3%	-4%	10%
CCOc1ccc(C2=CSC3=NCCN23)cc1Cl	-20%	4%	-4%	-4%	-22%	-33%	1%	4	-2%	1%	29%
O=C(NC1CCN(Cc2ccccc2)CC1)c1c(Cl)cccc1Cl	-2%	-10%	-2%	0%	13%	2%	nt	?	-4%	2%	3%
Cc1ccc2c(c1)CN1CN2Cc2cc(C)ccc21	-10%	0%	4%	-5%	-1%	-2%	-5%	3	-3%	0%	0%
COc1ccc(-c2cc(C(F)(F)F)n3ncc(C(=O)O)c3n2)cc1OC	-2%	-3%	2%	-1%	?	-2%	-1%	20	-2%	-2%	-9%
Cc1cc(-n2nc(C)cc2C)n2nc(C)c(-c3ccc(Cl)cc3)c2n1	11%	1%	1%	0%	7%	0%	6%	6	?	-2%	2%
COc1ccc(OCCC(=O)N2CCCCC2)cc1	?	3%	?	29%	-14%	11µM*	-2%	4	11%	30%	27%
CC1CCN(S(=O)(=O)c2cccc(C(=O)N(C)C3(C)CCS(=O)(=O)C3)c2)CC1 (stereo not drawn)	2%	-2%	1%&2%	4%	13%	0%	nt	-27	-1%	-4%	-3%

Record cards, as listed above. Order of screens: RORg inh	VP16 counter	FLuc counter	Rab9 promoter act	Menin MLL FP TR	BRCA1 expr up	PKM2 act	Giardia kill	ELG1 genotox	NPC1 prom act	p53 reactivator
Cc1ccc(-c2nn3c(-c4cccc(Cl)c4)nnc3s2)cc1 is listed with 9%	2%	0%	2%	21%	nt	3%	nt	3%	-4%	10%
COc1ccccc1OCCNC(=O)C1CC(=O)N(c2ccc3c(c2)OCCO3)C1 (stereo not drawn) is listed with nt	nt	5%	1%	nt	-12%	nt	-5	1%	0%	1%

Going on with the list:
SMILES	RORg inh	VP16 counter	FLuc counter	Rab9 promoter act	Menin MLL FP TR	BRCA1 expr up	PKM2 act	Giardia kill	ELG1 genotox	NPC1 prom act	p53 reactivator
O=C(c1cc2cc([N+](=O)[O-])ccc2oc1=O)N1CCN(c2ncccn2)CC1	20%	1%	3%	-7%	-1%	0%	-4%	-14	0%	0%	0%
CC(Oc1ccc(F)cc1F)C(=O)/C=C/N(C)C (stereo not drawn)	15%	0%	-8%	-3%	37%[activator]	0%	-9%	-4	-3%	7%	3%
O=C(O)CCc1nn2c3ccccc3n(Cc3ccccc3F)c2nc1=O	3%	-2%	-2%	0%	-15%	0%	21%	1	-1%	-3%	7%
O=S(=O)(c1ccccc1)N1N=C(c2ccc(Cl)cc2)CC1c1ccco1 (stereo not drawn)	nt	nt	-1%	-19%	nt	-50%	nt	11	-5%	-12%	1%
Cc1cccc(C)c1Nc1c(-c2ccccc2O)nc2ncccn12	-1%	1%	0%&1%	-5%	nt	-8%	3%	6	-2%	-4%	0%
CCCCCCn1nc(C(=O)OCC(=O)NC2CCS(=O)(=O)C2)c2ccccc2c1=O (stereo not drawn)	-1%	-1%	-9%	0%	3%	-5%	16%	-6	1%	-2%	4%
O=C(Cn1cnc2ccccc2c1=O)Nc1cccc(S(=O)(=O)N2CCCCC2)c1	?	?	5%	-3%	nt	-23%	5%	26	-5%	-3%	-2%
Cc1noc(C)c1S(=O)(=O)N1CCN(c2ccccc2)CC1	-16%	1%	0%	-2%	9%	5%	-11%	-13	2%	0%	-8%
CCOC(=O)c1[nH]c2ccc(OCC)cc2c1NC(=O)CN1CCN(c2ccccn2)CC1	?	-22%	1%	-2%	13%	-38%	0%	17	-14%	1%	-13%
CNC(=O)c1cc2c(s1)-c1ccccc1CC2	7%	-12%[10 µM]	19µM*	?	18%	62%	0%	13	?	?	-5%
Cn1nccc1C(=O)Nc1ccc(Cl)cc1	-10%	28%	?	?	11%	?	-10%	-11	?	?	16%

Single values from the entries so far.
FLuc counter, CNC(=O)c1cc2c(s1)-c1ccccc1CC2 is entered as 19µM*
Menin MLL FP TR, Cn1nccc1C(=O)Nc1ccc(Cl)cc1 is entered as 11%
PKM2 act, Cc1noc(C)c1S(=O)(=O)N1CCN(c2ccccc2)CC1 is entered as -11%
VP16 counter, CCOC(=O)c1[nH]c2ccc(OCC)cc2c1NC(=O)CN1CCN(c2ccccn2)CC1 is entered as -22%
